UPR XBP1 act – adaptive UPR (XBP1) activation; activation, % at 20 µM; CHO-XBP1 luciferase reporter, IRE1-XBP1 UPR activation, luminescence; percent of tunicamycin response, DMSO as zero; hit rate 0.33% among 330,000; AID 463104;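 active means versus positive control, 20 µM dose yields 30% or more activation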;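 further: 100% = tunicamycin at 10 µg/mL and 0% = DMSO only wells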
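Assay system: CHO-XBP1 luciferase reporter cells; Schedule: 6 h treatment, 37 °C; Detection: glow luminescence from Steady-Glo reagent; Benchmarks: high control tunicamycin 10 µg/mL final, low control DMSO vehicle only.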
UPR CHOP act – apoptotic UPR (CHOP) activation | CHO-CHOP luciferase reporter, luminescence; percent of tunicamycin response over DMSO baseline | activation, % at 10 µM | hit rate 0.34% among 330,000 | AID 449763;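 active means at 10 µM dose, activation of 40% or more, normalized to positive control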;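 further: 100% = tunicamycin at 10 µg/mL and 0% = DMSO alone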
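Dosing – one dose, 10 µM in 0.5% DMSO · System – CHO-CHOP cells, stable luciferase reporter of PERK-eIF2a-CHOP signalling · Input – 500 cells/well · Control set – tunicamycin 10 µg/mL final as positive, DMSO-only wells as negative · Timing – 6 h compound treatment, 37 °C · Measure – % activation vs tunicamycin · Technique – luminescence read with Steady-Glo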
APJ ag – APJ receptor agonism | CHO-K1 APJ PathHunter beta-arrestin, luminescence; 0% DMSO wells, 100% apelin | activation, % at 20 µM | hit rate 0.11% among 330,000;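 active means activation more than six SD over the plate average, tested at 20 µM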;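 further: 0% = DMSO alone and 100% = apelin-13 at 10 nM; some results filed as inactive read as strong as hits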
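Test system – PathHunter CHO-K1 APJ (AGTRL-1) beta-arrestin reporter cells · Input – 1000 cells/well · Compound – single test compound dose, 20 µM final, 1% DMSO · Times – compound stimulation 90 min at 25 °C, detection 60 min · Technique – beta-gal luminescence · Read-out basis – APJ–arrestin association signal · Control set – negative DMSO alone, positive Apelin-13 at 10 nM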
TIM10 inh – growth inhibitors of TIM10 yeast strain; S. cerevisiae TIM10 strain growth, BacTiter-Glo luminescence, 24 h; inhibition, % at 10 µM; hit rate 1.4% among 330,000; AID 463195;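 active means inhibition of 40% or more at the single tested concentration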;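 further: wild-type TIM10 isogenic control strain grown at permissive 25 °C; 0% = DMSO yeast wells and 100% = minimal medium wells without yeast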
CXCR6 block – CXCR6 (human) receptor inhibition. O00574. CHO-K1 PathHunter CXCR6 beta-arrestin, luminescence. inhibition, % at 20 µM. hit rate 0.36% among 360,000. AID 602244; in the data active means inhibition above about 34%, passing the limit was not always enough;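 further: antagonist mode with CXCL16 agonist at 10 nM final; 0% = 10 nM CXCL16 with DMSO and 100% = unstimulated wells without agonist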
tim10-1 inh – tim10-1 yeast growth inhibition; S. cerevisiae tim10-1 ts strain growth, BacTiter-Glo, 24 h; inhibition, % at 20 µM; hit rate 2.2% among 330,000; AID 463190;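 active means inhibition of at least 40%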;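 further: mutant grown at 25 °C; 0% = DMSO wells with yeast and 100% = wells holding no yeast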
Mdm2 MdmX PPI – human Mdm2/MdmX binding inhibition; O15151+Q00987; SaOS-2 split-luciferase Mdm2/MdmX complementation, luminescence; inhibition, % at 8 µM; hit rate 3% among 330,000;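 active means inhibition of at least 50% at 8 µM in the primary screen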
Target sequence (O15151 whole entry, looked up): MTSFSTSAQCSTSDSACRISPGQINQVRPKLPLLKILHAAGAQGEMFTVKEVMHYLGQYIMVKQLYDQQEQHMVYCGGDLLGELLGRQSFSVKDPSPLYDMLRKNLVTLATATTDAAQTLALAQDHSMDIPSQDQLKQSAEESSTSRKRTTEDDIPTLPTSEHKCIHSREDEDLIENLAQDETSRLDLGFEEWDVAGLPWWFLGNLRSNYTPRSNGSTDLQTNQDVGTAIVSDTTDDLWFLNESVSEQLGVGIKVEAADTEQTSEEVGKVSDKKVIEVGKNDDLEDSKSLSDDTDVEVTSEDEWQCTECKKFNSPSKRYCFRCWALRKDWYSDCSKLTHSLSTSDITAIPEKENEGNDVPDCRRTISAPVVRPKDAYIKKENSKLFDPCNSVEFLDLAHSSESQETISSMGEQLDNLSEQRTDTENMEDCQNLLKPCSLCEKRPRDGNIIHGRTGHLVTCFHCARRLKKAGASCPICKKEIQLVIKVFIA
Target sequence (Q00987 whole entry, looked up): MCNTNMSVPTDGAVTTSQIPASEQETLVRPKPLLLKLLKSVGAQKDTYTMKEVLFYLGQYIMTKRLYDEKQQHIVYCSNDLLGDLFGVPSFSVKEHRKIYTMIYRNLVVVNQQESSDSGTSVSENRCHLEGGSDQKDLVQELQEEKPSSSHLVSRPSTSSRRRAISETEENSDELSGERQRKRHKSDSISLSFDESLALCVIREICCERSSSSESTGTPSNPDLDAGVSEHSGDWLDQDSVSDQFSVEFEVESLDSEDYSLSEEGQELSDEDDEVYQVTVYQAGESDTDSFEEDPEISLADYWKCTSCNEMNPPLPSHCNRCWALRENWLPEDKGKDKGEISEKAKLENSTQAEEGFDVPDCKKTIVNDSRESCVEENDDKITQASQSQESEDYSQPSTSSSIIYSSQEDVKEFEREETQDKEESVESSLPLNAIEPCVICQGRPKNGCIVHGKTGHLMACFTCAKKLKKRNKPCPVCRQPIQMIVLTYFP
tim23-1 inh – tim23-1 yeast growth inhibition | S. cerevisiae tim23-1 growth, BacTiter-Glo luminescence, 24 h | inhibition, % at 20 µM | hit rate 1.3% among 330,000 | AID 463212;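 active means growth inhibition of the mutant yeast at or above 50%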;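 further: temperature-sensitive mutant grown at 25 °C; plate controls were DMSO-treated mutant yeast for no effect and medium wells lacking yeast for full effect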
APJ antagonist – antagonists of human APJ apelin receptor; P35414; CHO-K1 APJ beta-arrestin complementation, luminescence; inhibition, % at 20 µM; hit rate 0.32% among 330,000; AID 2521;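 active means inhibition above about 40% at 20 µM, limit read from the data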;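 further: cells challenged with 10 nM apelin-13 agonist together with compound; plate controls were apelin-13 plus DMSO wells for no effect and DMSO wells lacking apelin-13 for full effect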
The depositor's hits bear a star. This is a subset; count on the stated rates, not on these rows.

SMILES	UPR XBP1 act	UPR CHOP act	APJ ag	TIM10 inh	CXCR6 block	tim10-1 inh	Mdm2 MdmX PPI	tim23-1 inh	APJ antagonist
Cc1cccc2c1-c1sc(C(=O)NCCCN3CCCC(C)C3)cc1CO2 (configuration not stated)	2.4	1.0	2.4	-9.0	2.7	19.2	66.9*	-19.2	-20.5
CC(=O)Nc1ccc(S(=O)(=O)c2ccc(N)cc2)cc1	-3.2	0.2	6.6	12.8	-7.6	-9.1	15.9	0.4	6.2
Cc1ccc(CNC(=O)C2CC(c3cc(C(F)(F)F)cc(C(F)(F)F)c3)=NO2)o1 (configuration not stated)	5.4	-0.4	-2.1	19.7	-7.9	27.6	46.3	27.3	7.3
CC(C)c1ccc(NC(=O)C(c2ccc3c(c2)OCO3)N2CCCCC2)cc1 (configuration not stated)	-3.2	4.1	-4.8	9.1	9.2	20.8	27.3	22.8	18.8
Cc1nc2c(cc1NC(=O)c1ccccc1)nc(C)n2Cc1ccccc1	-1.4	0.8	-1.3	-6.2	13.4	6.2	7.8	13.2	-0.2
O=C(O)c1ccc(N/N=C/C(Br)=C/c2ccccc2)cc1	1.9	3.8	-1.1	18.5	3.2	11.8	-75.0	49.0	-5.4
CN(C)c1ccc(C2/C(=C(/O)c3ccc(Br)cc3)C(=O)C(=O)N2C)cc1 (configuration not stated)	-4.0	-0.3	-3.1	-19.3	1.9	3.0	-12.6	-0.6	10.4
Nc1ncc(S(=O)(=O)c2ccc(Cl)cc2)c(N)n1	-2.2	-0.8	-2.3	0.0	-6.3	-4.5	20.2	4.7	-0.6
CC(=O)c1ccc(Oc2ncnc(N)c2[N+](=O)[O-])cc1	-6.0	-0.1	-0.1	10.5	0.0	3.2	60.2*	7.7	4.8
CCCn1c(=O)c(C(=O)NNC(=O)c2ccccc2Cl)c(O)c2ccccc21	-3.2	0.2	3.2	15.9	15.0	-42.8	9.6	36.5	-12.2
CCSc1ccccc1C(=O)NCc1ccc(S(N)(=O)=O)cc1	-0.4	-1.0	-3.7	-1.7	-5.0	5.5	3.6	23.2	13.7
COc1ccc(C2C(C#N)=C(/N=C/N3CCN(C)CC3)OC3=C2C(=O)CC(C)(C)C3)cc1 (configuration not stated)	-1.0	-0.7	-3.2	9.0	3.4	8.9	17.7	10.2	14.9
CC(SCc1nc2sc3c(c2c(=O)[nH]1)CCCC3)C(=O)Nc1ccccn1 (configuration not stated)	1.3	2.9	-3.8	11.1	-0.2	2.2	-1.4	16.6	23.0
O=C(CCCC(=O)NCc1ccc(F)cc1)NCc1ccc(F)cc1	-2.1	0.4	3.6	-4.1	7.8	-8.8	-5.9	-3.1	-25.7
CC(C)(C)c1ccc(C(=O)NN2C(=O)CSC2=S)cc1	0.1	1.0	-7.0	24.5	6.6	10.5	18.5	29.2	20.5
CN(C)c1ccc(/C=N/NC(=O)c2ccc(Cn3cc(Br)cn3)o2)cc1	2.0	8.9	-0.4	24.5	1.8	17.6	-38.1	29.7	-6.4
O=C1CC(c2cccc(Cl)c2)CC(O)=C1C=NCCCO (configuration not stated)	-3.1	2.6	-4.9	15.5	-0.8	13.1	30.3	1.2	15.5
COc1ccc(C(=O)Nc2cccc3ccccc23)cc1	-1.3	8.0	-2.4	-5.4	-1.8	4.8	12.3	36.0	12.4
Cc1cc(C(=O)NNS(=O)(=O)c2ccc(F)cc2)nn1C(C)(C)C	0.4	-0.9	-0.3	-6.8	-6.9	-38.5	16.7	-34.0	-1.3
Cc1cc(C)c(C)c(S(=O)(=O)N2CCN(C(=O)c3ccco3)CC2)c1C	-1.6	0.6	-2.2	-7.7	-1.3	2.8	26.0	34.2	15.8

Structures listed so far marked active in Mdm2 MdmX PPI.
Compound,UPR XBP1 act,APJ ag,CXCR6 block,Mdm2 MdmX PPI,APJ antagonist
Cc1cccc2c1-c1sc(C(=O)NCCCN3CCCC(C)C3)cc1CO2 (configuration not stated),2.4,2.4,2.7,66.9*,-20.5
CC(=O)c1ccc(Oc2ncnc(N)c2[N+](=O)[O-])cc1,-6.0,-0.1,0.0,60.2*,4.8

More records
SMILES	UPR XBP1 act	UPR CHOP act	APJ ag	TIM10 inh	CXCR6 block	tim10-1 inh	Mdm2 MdmX PPI	tim23-1 inh	APJ antagonist
Cc1cc(-n2c(=O)c(C#N)cc3c(=O)n4ccccc4nc32)no1	-0.1	-0.3	-4.5	-2.4	0.3	-10.3	16.4	0.3	-6.7
O=C(Nc1ccccn1)c1ccc(Br)s1	-2.2	2.0	-1.2	7.7	-0.1	1.5	-38.3	6.2	1.1
O=C(O)Cn1nc(-c2ccc(Cl)cc2)ccc1=O	-2.2	1.4	-2.4	8.9	-5.8	-3.4	6.2	-0.3	1.9
CCOC(=O)C1CCN(S(=O)(=O)c2ccc(OC)c(Cl)c2Cl)CC1	-0.1	-0.1	-2.6	23.2	-4.9	40.4*	11.0	14.3	3.3
Cc1nnc(NC(=O)CSc2nnc3ncccn23)s1	-1.4	0.2	0.1	-2.8	-3.1	3.9	-1.3	0.7	15.6
Cc1cccc(Oc2ccc(NC(=O)c3ccccc3C(=O)O)cc2)c1	0.2	-0.2	-1.0	1.8	-5.2	-14.8	2.1	13.4	9.2
O=C(N/N=C/c1cc(Br)c(O)c(Br)c1)C1CC1	-0.4	0.1	-4.8	-1.7	0.2	5.1	27.8	3.4	11.9
Cc1ccc(S(=O)(=O)Nn2c(C)ccc2C)cc1	-1.8	0.9	-0.9	9.2	2.3	20.1	-3.2	8.2	13.7
N/C(=N\OC(=O)c1cccc(Cn2cc(C(F)(F)F)ccc2=O)c1)c1ccc(Cl)cc1	1.9	0.1	14.4	3.2	-32.4	44.4*	75.7*	51.3*	-32.9
CCCCn1c(N)c(N(CCOC)C(=O)CCCc2cccs2)c(=O)[nH]c1=O	-3.6	0.6	-6.8	15.0	3.0	11.3	3.6	7.7	-59.9
COCC(C)NC(=O)c1cc(OC)cc(OC)c1 (configuration not stated)	0.1	1.4	-0.7	-6.2	-6.1	6.2	-13.8	7.1	-11.0
Cc1ccc(-n2nc(C(N)=O)nc2-c2ccccc2)cc1	-1.8	1.5	4.9	13.2	-5.8	15.1	-4.2	15.5	-2.9
CSc1nc(N)cc(=O)[nH]1	-0.8	-0.9	-1.5	3.5	2.4	7.3	6.8	10.2	10.3
Cc1cc(C)n(-c2cc(O)c(-n3nc(C)cc3C)cc2O)n1	-2.3	4.0	4.0	-5.4	-12.6	7.8	13.3	-1.5	-40.8
CCN1C(=O)/C(=C\N2CCN(C(=O)c3ccco3)CC2)SC1=S	-2.8	0.0	-0.1	2.7	-5.1	-3.2	12.0	9.8	16.1
CC[C@@]1(C(=O)OC)N[C@H](CN(C)C(=O)Nc2ccc(F)cc2)[C@@H]2C(=O)N(C)C(=O)[C@@H]21	0.0	1.6	-2.8	-2.4	-1.5	-17.6	22.0	-17.7	7.5
COc1ccccc1OCC(=O)Nc1cccc(C(=O)N2CCOCC2)c1	1.3	-0.3	-0.7	13.6	-10.0	11.0	13.8	15.1	-15.5
COCCn1c(N)c(Sc2ccccc2)c(=O)[nH]c1=O	-1.3	2.4	0.5	-11.8	2.8	10.6	0.1	-4.1	-8.3
CC1(C)Nc2ccccc2N(CC(=O)N2CCCCC2)C1=O	0.9	-1.3	-2.2	-3.2	-4.2	-5.3	20.5	-5.1	-8.4
O=C(CSc1nc2ccccc2o1)Nc1ccccc1N1CCCCCC1	-1.8	-0.6	-0.2	-0.2	-0.2	36.4	-0.6	18.7	2.8

Carrying on.
SMILES	UPR XBP1 act	UPR CHOP act	APJ ag	TIM10 inh	CXCR6 block	tim10-1 inh	Mdm2 MdmX PPI	tim23-1 inh	APJ antagonist
Cc1ccc(NC(=O)C2CCN(c3ncnc4c3nc3n4CCCCC3)CC2)cc1Cl	-3.0	0.0	-1.5	27.4	-1.1	39.6	40.2	19.5	-30.0
CC(NC(=O)OCc1ccccc1)C(=O)NCC1CCCO1 (configuration not stated)	-2.0	-4.1	-0.8	0.5	1.5	0.7	10.4	13.9	-2.1
Cc1ccsc1C(=O)OCC(=O)Nc1sccc1C(N)=O	6.3	5.4	-1.1	17.4	-29.1	21.5	-10.7	6.6	3.7
CCN(CC)S(=O)(=O)c1ccc(O)c(NC(=O)c2ccc(N3CCOCC3)c([N+](=O)[O-])c2)c1	-1.7	-1.0	-4.0	-2.1	10.5	-4.6	-0.2	-10.4	6.3
CC(NC(=O)CNC(=O)C1CCCCC1)c1cccc(Cl)c1 (configuration not stated)	-5.3	1.4	-0.5	-11.8	8.4	-2.0	3.1	-13.0	-2.8
N/C(=N\OC(=O)/C=C/c1ccccc1)c1ccc(Br)cc1	-3.0	1.2	3.0	19.5	-10.5	25.9	13.5	9.3	-32.9
CCN(CC)S(=O)(=O)c1ccc2c(c1)[nH]c(=S)n2CC	3.2	0.3	-2.1	-8.7	-9.7	0.1	14.3	-4.1	-5.8
O=C(Nc1ccccc1)c1ccccc1N=Cc1cccc(O)c1	-0.7	0.0	-0.2	5.7	8.9	30.9	-32.5	11.2	-16.8
O=C(c1noc2c1CCCC2)N1CCc2ccccc2C1	5.8	6.2	0.5	3.7	3.7	-13.3	-16.0	13.9	-15.6
COC(=O)C1Cc2c([nH]c3ccccc23)CN1 (configuration not stated)	2.4	1.5	-12.9	1.1	-2.4	6.1	-14.8	-5.9	-2.6
CCCCN(C(=O)CCC(=O)Nc1cc(C)on1)C(C(=O)NC1CCCC1)c1ccccc1C (configuration not stated)	-5.4	0.0	-1.3	4.2	7.2	-16.7	7.5	8.9	-12.3
CCn1ncc(-c2csc(N)n2)c1C	2.6	3.1	-1.2	-8.5	-3.0	0.3	-5.8	3.8	-2.0
O=c1c(O[C@@H]2O[C@H](CO)[C@@H](O)[C@H](O)[C@H]2O)c(-c2ccc(O)cc2)oc2cc(O)cc(O)c12	0.3	1.7	-2.4	-4.7	3.3	-2.2	-19.8	0.5	8.5
Cc1ccc2[nH]c(=O)cc(C(=O)OCC(=O)c3ccc(F)cc3)c2c1	0.8	-0.4	-5.0	-9.2	2.2	4.9	-8.4	-38.8	7.1
CCCCC1=CC2=C(c3ccco3)C(=O)C(C)(OC(=O)c3ccc(OC)cc3)C(=O)C2=CN1CCOC (configuration not stated)	3.4	2.5	11.3	11.9	-29.6	13.0	3.0	9.2	-57.1
O=S1(=O)C=CC(Nc2ccccc2)C1 (configuration not stated)	0.8	-0.6	-0.9	-23.0	13.4	12.4	-25.0	3.1	-2.3
CCCN(CCC)Cc1c(C(=O)N/N=C/c2ccoc2)nnn1-c1nonc1N	-3.9	-0.9	1.0	16.5	10.5	-1.2	-7.9	24.0	2.8
CC(C)C(NC(=O)COc1ccc2ccccc2c1)C(=O)N/N=C/C=C/c1ccccc1 (configuration not stated)	29.5	-0.4	4.8	-4.1	2.9	12.9	21.6	12.4	-5.7

Bioassay records from PubChem.
